# TDP1 inh = inhibitors of human tyrosyl-DNA phosphodiesterase TDP1; recombinant TDP1, AlphaScreen DNA substrate cleavage; Potency, µM (top dose mostly 130 µM), for the others: top-dose activity change, negative = inhibition, most hits filed as inhibitors; hit rate 0.28% among 350,000; also: nearly all actives have a fitted effect of over 40% in size
# Target sequence (Q9NUW8 whole entry, looked up): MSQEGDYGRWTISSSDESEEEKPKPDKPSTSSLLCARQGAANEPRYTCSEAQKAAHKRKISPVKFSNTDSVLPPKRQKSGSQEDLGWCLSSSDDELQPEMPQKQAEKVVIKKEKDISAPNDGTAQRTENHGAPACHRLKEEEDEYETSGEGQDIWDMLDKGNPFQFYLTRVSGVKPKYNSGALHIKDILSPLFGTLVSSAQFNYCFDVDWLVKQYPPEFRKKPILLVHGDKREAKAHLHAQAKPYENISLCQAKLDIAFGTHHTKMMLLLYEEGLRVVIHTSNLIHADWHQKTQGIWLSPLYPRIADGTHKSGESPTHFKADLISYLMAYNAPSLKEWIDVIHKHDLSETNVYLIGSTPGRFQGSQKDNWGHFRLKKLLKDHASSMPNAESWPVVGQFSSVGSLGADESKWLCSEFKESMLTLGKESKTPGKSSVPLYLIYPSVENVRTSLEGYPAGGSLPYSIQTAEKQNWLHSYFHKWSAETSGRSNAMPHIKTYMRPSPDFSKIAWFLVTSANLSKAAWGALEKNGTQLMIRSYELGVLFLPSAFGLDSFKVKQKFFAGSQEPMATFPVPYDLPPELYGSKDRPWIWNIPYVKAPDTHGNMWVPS
#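 AlphaScreen read-out: signal falls as enzyme removes the 3' tyrosine-FITC from a 5'-biotinylated DNA oligo (15 nM, 5 min, RT). Enzyme was E. coli-made recombinant Tdp1 at 1 nM, exposed to compound for 15 min beforehand; beads 10 ug/ml, 10 min.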
# N370S GC mod = inhibitors or activators of N370S glucocerebrosidase for Gaucher disease. Potency, µM (titrated, usually from 59.4 µM), inactives show at the highest dose activity change, negative = inhibition, usual class: inhibitors. N370S GC spleen homogenate, 4MU-glucoside fluorescence. AID 2101. P04062. hit rate 0.092% among 330,000;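 also: 0% = full enzyme activity and -100% = no enzyme basal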
# FEN1 inhibitor = human FEN1 inhibition; Potency, µM (doses to about 114 µM), without a hit: top-dose activity change, negative = inhibition, hits mostly inhibitors; AID 588795; hit rate 0.35% among 390,000; Recombinant FEN1 flap cleavage, fluorescence, 15 min; also: nearly all actives have a fitted effect of over 65% in size
# Target sequence (P39748 whole entry, looked up): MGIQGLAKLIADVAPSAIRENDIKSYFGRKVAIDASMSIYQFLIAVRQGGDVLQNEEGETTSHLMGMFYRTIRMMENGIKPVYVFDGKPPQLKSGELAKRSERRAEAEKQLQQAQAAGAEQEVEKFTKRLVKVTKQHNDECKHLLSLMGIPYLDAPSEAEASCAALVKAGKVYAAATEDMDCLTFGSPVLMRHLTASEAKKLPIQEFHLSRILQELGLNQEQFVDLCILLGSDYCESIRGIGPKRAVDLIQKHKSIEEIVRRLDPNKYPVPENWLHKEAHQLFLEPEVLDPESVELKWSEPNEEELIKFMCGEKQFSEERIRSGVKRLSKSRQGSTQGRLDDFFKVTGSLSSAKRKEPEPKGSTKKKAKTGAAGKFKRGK
#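 Recombinant FEN1 (10 nM) was preincubated with pin-transferred compounds for 15 min at room temperature, then flap DNA substrate (50 nM final) was added. Plates were read at 0 and 15 min, and normalized concentration–response data were fitted to a four-parameter Hill equation.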
# * = called active by the depositor; ? = inconclusive; · = no result given; & = joins results of further samples; [ ] = another dose, or the depositor's remark. Calls follow the shape of the dose curve; as a rule, active = well fitted curve in the direction sought with a large enough effect; inconclusive = small, poorly fitted or top-dose-only effect, or another doubt; inactive = no such curve, though single readings can be large; an effect the other way counts as inactive or inconclusive. Unless noted, % is scaled to controls: 0 for no effect and ±100 for the full control effect; potency is read from the fitted curve at half-maximal effect.
SMILES,TDP1 inh,N370S GC mod,FEN1 inhibitor
CCOC(=O)c1cccc(NC(=O)C2CCCN(S(=O)(=O)c3ccc4c(c3)oc(=O)n4C)C2)c1 (stereo not given),1.3%,·,17.3%
CCCCn1c(N)c(N(CCOC)C(=O)COc2ccc(Cl)cc2)c(=O)[nH]c1=O,-2.5%,-0.5%,-2.0%
O=C(CSc1ncnc2nc[nH]c12)N1CCOCC1,-2.1%,-3.9%,6.4%
Cc1cc(C)c(S(=O)(=O)c2ccc(F)cc2C)c(=O)[nH]1,·,-4.1%,-14.8%
Cc1ccc2nc(NC3=NCN(CCc4ccccc4)CN3)nc(C)c2c1,-4.2%,1.6%,·
Cc1ccc2cc(C3C(C#N)=C(N)Oc4c3ccc3cccnc43)c(=O)[nH]c2c1 (stereo not given),8.2%,5.8%,?
O=c1[nH]c(C2CCN(S(=O)(=O)c3ccccc3)CC2)nc2c1nnn2Cc1cccc(Cl)c1,·,-19.0%,-3.8%
CCCn1c(SCC(=O)NCCc2ccccc2)nnc1-c1ccco1,3.2%,-0.6%,-2.4%
CCOC(=O)NC(Nc1ncccn1)(C(F)(F)F)C(F)(F)F,3.2%,-16.5%,2.2%
Cc1nnc(NC(=O)CN2CCN(Cc3ccccc3)CC2)s1,2.0%,1.0%,1.3%
COC(=O)NC(c1cccc(F)c1)C(C(C)=O)C(=O)OC (stereo not given),1.6%[21 µM],4.2%[12.8 µM],·
C[n+]1ccc(C(=O)NCCC[N+](C)(C)C)cc1/C=N/O,4.8%,-26.5%,4.9%
O=C(CN1C(=O)COc2ccccc21)c1cccc(Cl)c1,-1.0%,5.5%,-19.1%
CCOc1cc(/C=N/NC(=O)Cn2nc([N+](=O)[O-])cc2C)ccc1OCc1ccc(F)cc1,4.1%,·,-0.1%
COc1ccc(CCNC(=O)CCS(=O)(=O)c2ccc3c(c2)oc(=O)n3C)cc1OC,1.5%&0.0%,3.4%,1.6%&15.1%
CCOc1cc(C(=O)NC(=S)Nn2cnnc2)cc(OCC)c1OCC,5.0%,-8.4%,-5.1%
COc1ccc(OC)c(NC(=O)COC(=O)CCCN=C2NS(=O)(=O)c3ccccc32)c1,0.5%,·,0.0%
Cc1nccc(-c2cccc(N/N=C(\C#N)C(=O)c3ccccc3)c2)n1,5.5%,-7.2%,-9.6%
O=C(c1ccco1)N1CCN(c2ncnc3scc(-c4ccc(F)cc4)c23)CC1,4.4%,-1.0%,1.0%
CCOc1ccc(C(=O)NCC(c2cccs2)N2CCOCC2)cc1 (stereo not given),-1.7%,·,20.8%
CN(C)CCCCOc1ccc(F)cc1,-5.3%,-18.2%,-0.2%
COc1ccc([C@H]2CC(=O)C=C(c3cccc(OC)c3)C2)cc1,-3.7%,·,2.8%
CSc1ccc(C(=O)C2CCCN(C(=O)CCc3cnn(C)c3)C2)cc1 (stereo not given),5.1%,2.3%,-1.6%
Cc1cc(C)c(S(=O)(=O)NCc2ccncc2)c(C)c1,3.9%,15.5%,7.1%
OC(COc1ccc2ccccc2c1Br)Cn1cnc(-c2ccccc2)c1 (stereo not given),9.3%,?,-16.3%
O=C(COC(=O)C1CC(=O)N(c2nc(-c3ccccc3)cs2)C1)c1ccccc1 (stereo not given),0.9%,6.0%,-15.4%
COC(=O)c1ccc(-n2c(C)cc(/C=N/n3cnnc3)c2C)cc1,3.8%,1.8%,2.2%
CCOC(=O)c1sc(C)c2c1NC(C)(c1cccc3ccccc13)NC2=O (stereo not given),1.5%,22.0%,-20.4%
COc1cc(/C=C/C(=O)OCc2cn3cc(Cl)ccc3n2)ccc1O,3.8%,-7.7%,1.4%
Cc1ccc(C)c(SCC(=O)OCC(=O)Nc2ccc(S(=O)(=O)N3CCOCC3)cc2)c1,2.0%,6.3%[2.35 µM],?
CCOC(=O)N/N=C1/C[C@@H](O)[C@@H](O)[C@@H]2[C@@H]3C(=O)N(c4cccc(Oc5ccccc5)c4)C(=O)[C@H]3CC[C@@H]12,3.7%[21 µM],-1.0%[12.8 µM],·
COc1ccc(-n2nc(C(=O)Nc3cc(OC)c(OC)c(OC)c3)c3ccccc3c2=O)c(OC)c1,0.0%,-4.3%,-1.9%
Cc1ccc(/C=C2\SC(=S)N(CC(=O)Nc3cccnc3)C2=O)cc1,0.0%,-5.2%,8.0%
COc1cc2c(=O)c(S(=O)(=O)c3ccccc3)cn(CC(=O)Nc3ccccc3C)c2cc1OC,1.3%,·,-13.2%
CCN(CC)C(=O)C(=O)c1cccn1-c1ccccc1C#N,2.6%,-14.2%,8.6%
O=C1CSC2(C(=O)N(Cc3ccccc3F)c3ccccc32)N1c1ccc(F)cc1 (stereo not given),5.6%,·,?
c1ccc2c(c1)oc1c(NCCCN3CCOCC3)ncnc12,4.2%,13.8%,-5.8%
COc1ccc(OCCCC(=O)Nc2cccc([N+](=O)[O-])c2C)cc1,0.0%,4.5%,-1.5%
COc1cc(C(=O)N/N=C(\c2ccccc2)c2ccccn2)cc(OC)c1OC,7.9%,15.8%,-17.4%
COc1cc(C(=O)N(C)CCOc2ccc(C)cc2)ccc1OC1CCN(C(C)=O)CC1,3.3%,3.0%,-0.9%

# Structures listed so far containing a nitro group on carbon, in the order listed:
SMILES,TDP1 inh,N370S GC mod,FEN1 inhibitor
CCOc1cc(/C=N/NC(=O)Cn2nc([N+](=O)[O-])cc2C)ccc1OCc1ccc(F)cc1,4.1%,·,-0.1%
COc1ccc(OCCCC(=O)Nc2cccc([N+](=O)[O-])c2C)cc1,0.0%,4.5%,-1.5%

# Sorted by value in N370S GC mod (rising): 7 from the list above
mol,TDP1 inh,N370S GC mod
CN(C)CCCCOc1ccc(F)cc1,-5.3%,-18.2%
COc1cc(/C=C/C(=O)OCc2cn3cc(Cl)ccc3n2)ccc1O,3.8%,-7.7%
COc1ccc(-n2nc(C(=O)Nc3cc(OC)c(OC)c(OC)c3)c3ccccc3c2=O)c(OC)c1,0.0%,-4.3%
COC(=O)c1ccc(-n2c(C)cc(/C=N/n3cnnc3)c2C)cc1,3.8%,1.8%
O=C(COC(=O)C1CC(=O)N(c2nc(-c3ccccc3)cs2)C1)c1ccccc1 (stereo not given),0.9%,6.0%
COc1cc(C(=O)N/N=C(\c2ccccc2)c2ccccn2)cc(OC)c1OC,7.9%,15.8%
CCOC(=O)c1sc(C)c2c1NC(C)(c1cccc3ccccc13)NC2=O (stereo not given),1.5%,22.0%

# Next structures follow:
SMILES,TDP1 inh,N370S GC mod,FEN1 inhibitor
CC(C)CCn1c(COc2ccccc2)n[nH]c1=S,3.1%,-14.0%,1.1%
CC1CCN(C(=O)CCNS(=O)(=O)c2ccc3c(c2)oc(=O)n3C)CC1,0.9%,1.0%,-6.9%
C/C(=N\NC(=O)c1nnn(-c2nonc2N)c1-c1cccs1)c1ccc(O)cc1,-4.8%,1.2%,-0.2%
CCC(CC)c1nn2c(=O)cc(COc3ccc(NC(=O)c4ccccc4C)cc3)nc2s1,-1.3%,·,-2.7%
CC(=O)NC(CCS(C)(=O)=O)C(=O)Nc1ccc(Cl)c(Cl)c1 (stereo not given),5.2%,3.4%,-5.5%
Cc1cccc(NC(=O)c2ccc3nsnc3c2)c1C,-2.4%,-2.1%,1.9%
CCSc1nc(-c2ccco2)ccc1C#N,-8.4%,3.9%,-0.3%
COc1ccc(N2CC(NC(=O)N3CCN(c4ccccc4)CC3)CC2=O)cc1 (stereo not given),3.5%,8.0%,-13.8%
Cc1cccc(C)c1NC(=O)CN(C)C(=O)[C@H](C)NC(=O)c1ccco1,-0.3%,·,-1.0%
CCOC(=O)C1=C(c2ccccc2)OC(N)=C(C#N)C1C(C)C (stereo not given),-4.2%,9.9%,8.4%
CC(C)CCNC(=O)CSc1nc2ccccc2nc1Cc1ccc(Cl)cc1,-2.7%,·,-15.1%
O=C(Nc1ccc(Oc2ncnc3cc(Cl)ccc23)nc1)c1cccs1,·,1.5%,-7.2%
O=C(CCSc1nccn1Cc1ccccc1)N1CCOCC1,1.1%,5.6%,4.2%
CCOc1ccc(/C=C2/SC(=S)N(C(C(=O)O)c3ccccc3)C2=O)cc1OCC (stereo not given),9.8%,-12.2%,-1.9%
CN(C)S(=O)(=O)N1CCC(n2c(C(F)(F)F)nc3cccnc32)CC1,2.6%,·,4.8%
C[C@@H](C(=O)NCc1ccco1)N1C(=O)N2CCc3c([nH]c4ccccc34)[C@@]2(C)C1=O,·,-0.6%,11.3%
N#Cc1ccc(N2CCOCC2)c([N+](=O)[O-])c1,7.4%,4.5%,6.7%
CC(C)CC(=O)Nc1ccc(C(=O)COC(=O)C2CC(=O)N(Cc3ccccc3)C2)cc1 (stereo not given),0.4%,·,-17.0%
O=C(Cn1ncc2c3ccccc3n(Cc3cccc(Cl)c3)c2c1=O)N1CCCCCC1,2.5%,·,8.1%
CN(c1ccccc1)S(=O)(=O)c1cccc(C(=O)NC2CC(C)(C)NC(C)(C)C2)c1,-0.5%,·,25.3%
CC1CCCCN1CCNC(=O)c1cnn2ccccc12 (stereo not given),0.0%,-2.9%,22.6%
O=C(CSc1n[nH]c(-c2ccccc2Cl)n1)N1CCN(c2ccc(F)cc2)CC1,8.1%,·,-11.1%
Cc1ccc(-c2cn3cc(C)ccc3n2)cc1,-2.6%,2.7%,1.2%
O=C(NC(=S)Nc1ccc(N2CCN(C(=O)c3ccccc3)CC2)cc1)c1cccs1,5.5%,-2.5%,-7.7%
N/C(=N\c1nc2c(c(=O)[nH]1)CCCC2)Nc1ccccc1Sc1ccccc1,2.2%,8.4%,1.1%
COc1ccc(S(=O)(=O)NN(C)C(=O)c2nn(-c3ccccc3)ccc2=O)cc1,5.4%,-2.0%,2.0%
O=C(O)CCC(=O)Nc1cccc(C(=O)Nc2ccc(Br)cc2)c1,2.7%,-3.9%,-0.3%
COc1ccc(CCn2c(C)ccc2C)cc1OC,2.4%,-2.7%,·
COc1cccc(CCNS(=O)(=O)CCNC(=O)c2cccc(OC)c2)c1,-6.4%,-5.2%,3.6%
CCOc1cccc(/C=C/c2cc(C(=O)O)c3ccccc3n2)c1OC,2.8%,-1.7%,-12.7%
O=C(c1ccccc1Sc1cccc2ccccc12)N1CCOCC1,4.4%,17.0%,7.4%
O=C(Nc1ccc(S(=O)(=O)Nc2ncccn2)cc1)C1COc2ccccc2O1 (stereo not given),-2.3%,-7.1%,-2.5%
Cc1ccc(Nc2c3c(nc4ncnn24)CCC3)cc1,1.4%,-0.4%,-5.4%
COc1cc2cc(CN(Cc3cccs3)C(=S)Nc3ccc(C)cc3)c(=O)[nH]c2cc1OC,0.0%,2.7%,-16.8%
CC(=O)N1CCN(c2ccc(NC(=O)c3cccc(OCc4ccccc4)c3)cc2)CC1,0.0%,-1.9%,-8.7%
Cc1cc(NS(=O)(=O)c2ccc(NC(=O)Cc3ccc(Cl)c(Cl)c3)cc2)no1,-0.2%,-6.5%,7.5%
Cc1noc(C)c1C(=O)NCc1cccs1,4.1%,6.9%,1.3%
C[C@H](CO)NC(=O)[C@@H]1C[C@H]1[C@@H](NP(=O)(c1ccccc1)c1ccccc1)c1ccccc1,-2.7%&5.7%,14.1%&18.1%,-1.3%
Cc1ccc2[nH]cc(S(=O)(=O)c3ccc(C(C)C)cc3)c(=O)c2c1,·,5.0%,20.4%
CCOCC(=O)N1CCN(c2ccccc2OC)CC1,0.0%,-0.5%,6.1%
CNC1=C(Cl)C(=O)c2ccncc2C1=O,0.9%,-15.7%,·
Oc1ccc(-c2nc3ccccn3c2NCc2ccc3c(c2)OCO3)cc1,3.1%,?,-4.3%

# A run of entries taken from the entries so far, for reference:
SMILES,TDP1 inh,N370S GC mod,FEN1 inhibitor
Cc1cc(NS(=O)(=O)c2ccc(NC(=O)Cc3ccc(Cl)c(Cl)c3)cc2)no1,-0.2%,-6.5%,7.5%
Cc1noc(C)c1C(=O)NCc1cccs1,4.1%,6.9%,1.3%
C[C@H](CO)NC(=O)[C@@H]1C[C@H]1[C@@H](NP(=O)(c1ccccc1)c1ccccc1)c1ccccc1,-2.7%&5.7%,14.1%&18.1%,-1.3%
Cc1ccc2[nH]cc(S(=O)(=O)c3ccc(C(C)C)cc3)c(=O)c2c1,·,5.0%,20.4%
CCOCC(=O)N1CCN(c2ccccc2OC)CC1,0.0%,-0.5%,6.1%
CNC1=C(Cl)C(=O)c2ccncc2C1=O,0.9%,-15.7%,·
Oc1ccc(-c2nc3ccccn3c2NCc2ccc3c(c2)OCO3)cc1,3.1%,?,-4.3%
